Assay outcomes (PubChem)
EPAC2 agonist – qHTS for Agonist of cAMP-regulated guanine nucleotide exchange factor 4 (EPAC2): primary screen; Rap guanine nucleotide exchange factor 4 (Homo sapiens), Q8WZA2; EPAC2 activation, biochemical qHTS; response scale: 100% = 6.5 mM cAMP response; Potency, µM (highest dose often 154 µM), without a hit: at the top dose activation, most hits filed as activators; 0.079% of 360,000 active; note: nearly all actives have a fitted effect of over 50% in size
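Guanine nucleotide exchange by EPAC2 is measured as reduced fluorescence of BODIPY-GDP once it is released from 250 nM Rap1B. Plates are read kinetically for 30 min at room temperature; results are scaled to 6.5 mM cAMP.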
EPAC1 antag – qHTS for Antagonist of cAMP-regulated guanine nucleotide exchange factor 3 (EPAC1): primary screen; Rap guanine nucleotide exchange factor 3 (Homo sapiens), O95398; EPAC1 GEF assay, Rap1b-BODIPY-GDP exchange fluorescence; Potency, µM (doses to about 115 µM), for inactives: at the highest dose activity change, negative = inhibition, most hits filed as inhibitors; 0.14% of 360,000 active;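 note: plate controls were vehicle for no effect and positive control for full effect; nearly all actives have a fitted effect of over 50% in size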
TDP43 rescue – qHTS of TDP-43 Inhibitors | TDP-43 expressing yeast growth rescue, BacTiter-Glo, 24 h | Potency, µM (highest dose often 46.1 µM), for inactives: at the highest dose growth rescue (activation), usual class: activators | 1.8% of 410,000 active; note: % of control where 0% means no effect; nearly all actives have a fitted effect of over 50% in size
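Cell-based yeast growth screen: TDP-43 expression induced in galactose, inoculum OD600=0.02 after raffinose pregrowth to mid-log. Read-out BacTiter-Glo luminescence at 24 hr, 30 deg C; inhibition of toxicity seen as signal increase.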
aSyn yeast inh – qHTS of alpha-syn Inhibitors. Yeast expressing alpha-synuclein, growth rescue, BacTiter-Glo, 24 h. Potency, µM (doses to about 46.1 µM), for the others: at the top dose growth rescue (activation), actives largely listed as activators. 0.14% of 370,000 active. AID 652106, 2013; note: % of control where 0% means no effect; nearly all actives have a fitted effect of over 65% in size
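Galactose-induced alpha-syn yeast (OD600=0.02, raffinose-pregrown) + pinned cpd, 24 hr, 30 deg C; growth by BacTiter-Glo luminescence. Growth restoration scores as activation.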
EPAC2 antag – qHTS for Antagonist of cAMP-regulated guanine nucleotide exchange factor 2 (EPAC2): primary screen. EPAC2 GEF exchange of Rap1B-BODIPY-GDP, fluorescence. Potency, µM (series often up to 114 µM), inactives show at the top dose activity, negative = inhibition, actives largely listed as inhibitors. 0.18% of 360,000 active. AID 720708, 2013; note: % is set by controls: 0 for no effect and ±100 for the full control effect; nearly all actives have a fitted effect of over 45% in size; many of its hits are not listed in these tables
FUS yeast rescue – qHTS for Suppressors of FUS Proteinopathy: Primary screen using FUS-linked yeast assay | S. cerevisiae FUS-expressing, growth rescue, OD600, 24 h | Potency, µM (highest dose often 76.6 µM), for the others: at the highest dose growth rescue (activation), actives largely listed as activators | 0.24% of 390,000 active | AID 1347120, 2019;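 note: plate controls were DMSO vehicle for no effect and reference control for full effect; nearly all actives have a fitted effect of over 55% in size; some results filed as inactive show a strong effect at the top dose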
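Yeast expressing FUS under galactose induction, OD 0.005 in 2% galactose medium; compounds in a dilution series, 24 h at 30C. Growth rescue by absorbance at 600 nm; CP55940 positive control, DMSO negative.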
EPAC1 ag – qHTS for Agonist of cAMP-regulated guanine nucleotide exchange factor 3 (EPAC1): primary screen | Potency, µM (series often up to 154 µM), for the others: top-dose activation, actives largely listed as activators | EPAC1 agonist qHTS, biochemical assay; response scale: 100% = response to 6.5 mM cAMP | 0.073% of 360,000 active | Rap guanine nucleotide exchange factor 3 (Homo sapiens), O95398; note: nearly all actives have a fitted effect of over 60% in size
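Nucleotide exchange assay: 100 nM EPAC1 with 250 nM Rap1B loaded with BODIPY-GDP and 50 uM GDP, room temperature. Fluorescence (480/540 nm) read every 5 min for 30 min; signal change normalized to 6.5 mM cAMP as full agonist.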
PTHR1 ag – qHTS for PTHR1 Agonists: Primary Screen. Parathyroid hormone/parathyroid hormone-related peptide receptor (Homo sapiens), Q03431. HEK293 GP2 PTHR1 cells, GloSensor cAMP luminescence, 1 h. AID 743266, 2014. 0.075% of 410,000 active. Potency, µM (top dose mostly 115 µM), for inactives: top-dose activation, most hits filed as activators; note: nearly all actives have a fitted effect of over 55% in size; some results filed as inactive show a strong effect at the top dose; inactives centre near -15; many of its hits are not listed in these tables
Target sequence (Q03431 whole entry, looked up): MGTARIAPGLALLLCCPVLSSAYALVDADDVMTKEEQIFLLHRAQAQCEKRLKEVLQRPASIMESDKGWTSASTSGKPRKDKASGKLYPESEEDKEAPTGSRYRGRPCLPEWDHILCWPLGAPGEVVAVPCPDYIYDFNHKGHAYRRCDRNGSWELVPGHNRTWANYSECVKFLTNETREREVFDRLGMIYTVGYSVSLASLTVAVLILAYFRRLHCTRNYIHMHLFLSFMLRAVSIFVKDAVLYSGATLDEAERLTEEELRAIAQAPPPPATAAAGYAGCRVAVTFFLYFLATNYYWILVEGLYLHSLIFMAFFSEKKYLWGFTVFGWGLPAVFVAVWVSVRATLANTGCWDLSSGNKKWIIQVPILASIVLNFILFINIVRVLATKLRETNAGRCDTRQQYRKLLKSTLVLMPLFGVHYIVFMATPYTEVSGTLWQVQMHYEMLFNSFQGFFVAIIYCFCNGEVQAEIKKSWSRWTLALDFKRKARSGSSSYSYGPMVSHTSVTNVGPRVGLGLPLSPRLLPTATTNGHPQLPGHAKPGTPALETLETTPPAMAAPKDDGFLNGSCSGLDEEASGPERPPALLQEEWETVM
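HEK-293-derived GP2 cells expressing PTHR1 and a GloSensor cAMP reporter, 3,000/well, plated overnight, given luciferin plus IBMX (each 0.5 mM as added) for 1 h at 37 °C, then compound for 1 h at 37 °C. Luminescence was read after 15 min at room temperature.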
* hit, by the source's call; i = inactive; ? = inconclusive; · = not tested or not shown; [ ] = remark or other dose. Calls come from the whole dose curve; as a rule, active = well fitted curve in the direction sought with a large enough effect; inconclusive = small, poorly fitted or top-dose-only effect, or another doubt; inactive = no such curve, though single readings can be large; an effect the other way counts as inactive or inconclusive. Potency is the fitted concentration of half-maximal effect. An excerpt. The share of hits here may be higher or lower than overall.

Start of the data: the first 2 compounds, ahead of the listing:
canonical_smiles,EPAC2 agonist,EPAC1 antag,TDP43 rescue,aSyn yeast inh,EPAC2 antag,FUS yeast rescue,EPAC1 ag,PTHR1 ag
COC(=O)[C@H](CC(C)C)NC(=O)/C=C/[C@H]1O[C@@H](n2cc(C)c(=O)[nH]c2=O)C[C@@H]1O,5.9%,-5.5%,?,-1.0%,8.0%,-9.8%,-1.0%,i
O=C(O)c1ccc2[nH]c3c(c2c1)CCCC3,9.3%,13.7%,-27.7%,-38.7%[inhibitor],5.5%,15.0%,-1.5%,i

The listing, repeating the preview:
canonical_smiles,EPAC2 agonist,EPAC1 antag,TDP43 rescue,aSyn yeast inh,EPAC2 antag,FUS yeast rescue,EPAC1 ag,PTHR1 ag
COC(=O)[C@H](CC(C)C)NC(=O)/C=C/[C@H]1O[C@@H](n2cc(C)c(=O)[nH]c2=O)C[C@@H]1O,5.9%,-5.5%,?,-1.0%,8.0%,-9.8%,-1.0%,i
O=C(O)c1ccc2[nH]c3c(c2c1)CCCC3,9.3%,13.7%,-27.7%,-38.7%[inhibitor],5.5%,15.0%,-1.5%,i
COc1cccc(CNC(=O)CSc2nc3ccccc3nc2Cc2ccccc2)c1,·,·,3.5%,1.6%,·,-4.6%,·,-52.2%[inhibitor]
CCc1ccc(C(=O)Nc2ccc3nn(-c4ccc(C)c(Cl)c4)nc3c2)cc1,·,·,3.4%,?,·,3.4%,·,-25.1%
Cc1[nH]n(-c2ccccc2)c(=O)c1N=Nc1ccc2c(c1)OCO2,-0.3%,17.5%,-9.7%,4.7%,9.3%,14.5%,-4.4%,i
Cc1cc(=O)[nH]c(SCC(=O)Nc2ccccc2[N+](=O)[O-])n1,2.0%,4.0%,-0.3%,6.0%,-1.1%,12.0%,6.9%,i
Cc1ccc(-c2ccc(=O)n(CC(=O)NCCN3CCCCC3C)n2)cc1 (stereo not drawn),3.1%,12.6%,-20.0%,9.5%,13.5%,0.8%,-1.7%,i
Cc1[nH]nc(Nc2ccc(O)cc2)c1[N+](=O)[O-],2.1%,-11.1%,0.0%,-7.3%,-2.0%,-16.7%,-6.5%,i
Cc1c(C(=O)N(Cc2ccccc2)C2CCS(=O)(=O)C2)oc2ccccc12 (stereo not drawn),10.7%,-14.5%,17.3%,2.7%,-23.2%,20.8%,2.3%,-12.2%
Cc1nn(-c2ccccc2)nc1CNC(=O)C1CC1,-3.7%,12.0%,7.2%,0.4%,-12.3%,-8.1%,9.7%,i

Continued:
canonical_smiles,EPAC2 agonist,EPAC1 antag,TDP43 rescue,aSyn yeast inh,EPAC2 antag,FUS yeast rescue,EPAC1 ag,PTHR1 ag
C#CCN(C(=O)c1ccc(OC2CCN(C(=O)CCOC)CC2)cc1)C1CCCCC1,-6.0%,-4.2%,28.6%,9.0%,-12.5%,3.4%,11.0%,-40.1%
NC1=NC(=O)C(Cc2ccc(OC(F)(F)F)cc2)S1 (stereo not drawn),-1.1%,10.4%,-3.5%,-0.4%,-1.7%,-0.5%,6.3%,-4.4%
CCCc1c(-c2ccc(Cl)cc2)ncn1CCc1ccccc1OC,25.1%,-28.5%,?,-6.8%,?,8.1%,10.0%,-52.6%[inhibitor]
COc1ccc(Br)cc1CNC(=O)C1CCC(=O)N1C(C)C (stereo not drawn),-5.6%,7.9%,?,1.7%,25.9%,-18.8%,-20.0%,-5.3%
Cc1ccc(OCc2nnc(SCC(=O)Nc3cccc4ccccc34)n2-c2ccccc2)cc1,3.2%,4.6%,23.5%,10.9%,-9.1%,36.2%,17.6%,-6.7%[57.5 µM]
O=C(O)Cc1ccc(NC(=O)Nc2ccc(Br)cc2)cc1,0.8%,-5.6%,-5.3%,0.3%,3.1%,7.9%,2.3%,i
Cc1cc(=O)n(-c2ccc(Cl)cc2)c(=O)[nH]1,-0.4%,-19.3%,·,5.4%,0.2%,7.9%,4.6%,i
Cc1ccc(-c2cc(C(=O)Nc3cnn(C45CC6CC(CC(C6)C4)C5)c3)no2)cc1,-0.3%,6.7%,-15.3%,1.9%,7.2%,-9.6%,2.6%,-3.5%[57.5 µM]
CC(=O)Nc1ccc(NC(=O)C(C)Sc2nc3nc(C)cc(C)n3n2)cc1 (stereo not drawn),5.4%,-13.4%,12.6%,5.8%,10.0%,-1.4%,1.0%,i
CN1C(=O)[C@@H]2[C@H](C1=O)[C@@H]1C(=O)Nc3ccccc3C(=O)N1[C@@H]2c1ccc(F)cc1,-0.6%,3.7%,3.9%,1.5%,-15.0%,-21.0%,-21.1%,-8.6%

(listing goes on)
canonical_smiles,EPAC2 agonist,EPAC1 antag,TDP43 rescue,aSyn yeast inh,EPAC2 antag,FUS yeast rescue,EPAC1 ag,PTHR1 ag
CCCCN1C(=O)NC(NC(=O)c2ccco2)(C(F)(F)F)C1=O (stereo not drawn),2.1%,11.4%,-16.4%,4.2%,5.7%,12.0%,3.3%,-11.2%[57.5 µM]
COc1ccc(-n2c(-c3ccc(Cl)cc3)c[n+]3c2CCc2ccccc2-3)cc1,5.8%,-23.7%,-22.1%,-8.6%,0.4%,6.4%,7.2%,-18.9%
CC(C)(C)C(=O)/C=C(\N)c1ccccn1,7.6%,-9.5%,-30.1%[inhibitor],-4.0%,-1.0%,-39.7%,6.9%,i
COc1cccc(OC)c1C(=O)Nc1cc(C)nn1-c1nc2ccccc2[nH]1,19.4%,10.6%,17.6%,-0.6%,-9.8%,-21.7%,-1.6%,-22.7%
CCOC(=O)C1=C(O)/C(=C/c2ccccn2)SC1=Nc1ccc(Cl)cc1,-2.9%,-8.1%,11.4%,2.7%,-9.5%,·,1.8%,i
Cc1nn(C)c(C)c1CN(Cc1nc(CCC(C)C)no1)C(C)C,-4.0%,-9.6%,-2.3%,1.8%,-6.3%,-2.1%,-14.2%,i
CC(NC(=S)Nc1ccccc1Cl)C(c1ccccc1)N1CCOCC1 (stereo not drawn),9.1%,-29.8%,13.8%,-4.8%,-12.5%,-0.3%,-0.9%,-12.8%
CCn1c(C)nc2cc(C(=O)NNC(=S)Nc3ccc(OC)cc3)ccc21,5.4%,-18.3%,-25.5%[9.22 µM],-4.0%,-0.3%,19.9%,-11.1%,-18.8%
COc1ccccc1C(=O)NCCC(=O)NCC(c1ccco1)N1CCCC1 (stereo not drawn),3.0%,9.4%,20.3%,-6.2%,-0.2%,·,11.8%,i
Cc1ccnc(NC(=O)c2cccc(S(=O)(=O)Nc3ccc(C)cc3C)c2)c1,18.8%,-9.2%,-3.9%,12.7%,-7.8%,34.3%,14.4%,-6.8%

More compounds follow:
canonical_smiles,EPAC2 agonist,EPAC1 antag,TDP43 rescue,aSyn yeast inh,EPAC2 antag,FUS yeast rescue,EPAC1 ag,PTHR1 ag
COCC(=O)OCC(=O)N1N=C(c2ccc(Cl)cc2)CC1c1ccco1 (stereo not drawn),9.1%,-23.6%,-6.1%[9.22 µM],14.1%,-12.2%,29.5%,10.9%,i
O=C(Nc1ccc2nsnc2c1)N1CCCCCC1,2.5%,16.9%,-2.7%,0.2%,17.0%,15.7%,-7.2%,-7.9%[57.5 µM]
O=c1[nH]nc(SCc2nc3ccccc3s2)n1C1CC1,9.9%,-23.0%,10.7%,1.4%,-3.8%,-32.7%,0.0%,-4.2%
CCN(CC)C(=O)CN(c1cc2c(cc1OC)oc1ccccc12)S(=O)(=O)c1ccccc1,-11.4%,-5.8%,14.6%,17.3%,-0.6%,5.6%,7.8%,-18.9%[57.5 µM]
CCOc1cc(C(c2c(C)[nH][nH]c2=O)c2c(C)[nH][nH]c2=O)ccc1OCc1ccc([N+](=O)[O-])cc1,1.0%,11.8%,?,6.9%,7.9%[57.1 µM],?,-7.8%,i
O=C(COC(=O)C12CC3CC(CC(C3)C1)C2)NC12CC3CC(CC(C3)C1)C2,-1.7%,-5.1%,-21.4%,3.8%,-6.6%,11.8%,-1.6%,-11.3%[57.5 µM]
C=CCNc1nc2ccccc2c(=O)[nH]1,7.8%,3.0%,-9.1%,1.9%,5.6%,0.1%,0.3%,i
CCN(CC)CCCNC(=O)c1cc2c(=O)n(CC)c3ccccc3c2s1,1.6%,-5.7%,-2.9%,-3.6%,-4.7%,-0.3%,4.5%,i
CCOC(=O)c1sc2c(c1C)c(=O)n(Cc1ccccc1)c(=O)n2CCN(C)C,14.1%,0.6%,-5.3%,-0.3%,-5.9%,17.9%,-4.9%,i
CCOC(=O)c1cc(NC(=O)c2c(C)noc2C)cc(C(=O)OCC)c1,-4.2%,4.4%,-13.5%,-5.9%,1.3%,18.6%,-0.3%,i

An excerpt from above, showing only TDP43 rescue:
smiles | TDP43 rescue
COc1ccccc1C(=O)NCCC(=O)NCC(c1ccco1)N1CCCC1 (stereo not drawn) | 20.3%
Cc1ccc(-c2ccc(=O)n(CC(=O)NCCN3CCCCC3C)n2)cc1 (stereo not drawn) | -20.0%

(more compounds)
canonical_smiles,EPAC2 agonist,EPAC1 antag,TDP43 rescue,aSyn yeast inh,EPAC2 antag,FUS yeast rescue,EPAC1 ag,PTHR1 ag
CCC(NC(=O)C1CCCC1)c1ccccc1 (stereo not drawn),8.0%,4.3%,-6.8%,-12.2%,-4.7%,11.4%,6.3%,-1.4%
CCOc1cccc(NC(=O)C2CCCN(S(=O)(=O)c3ccc(-n4cnnn4)cc3)C2)c1 (stereo not drawn),-10.3%,-12.3%,18.9%,0.7%,1.1%,?,0.7%,-1.7%[57.5 µM]
O=C(NC(=O)c1cc(OCC(F)(F)F)ccc1OCC(F)(F)F)Nc1ccccc1,14.0%,-7.4%,10.0%,-6.3%,-12.0%,-13.7%,8.9%,-10.5%
CC(C)CC[n+]1ccccc1/C=C/c1ccc(N(C)C)cc1,10.6%,-26.0%,-5.1%,-10.4%,-4.6%,-5.6%,18.0%,-26.2%
COc1ccc2oc(C(F)(F)C(F)F)cc(=O)c2c1,-0.5%,5.1%,-21.5%,-2.2%,9.4%,?,-20.0%,-2.0%
O=C(CN1CCc2ccccc2C1)NCC(=O)Nc1ccc(F)cc1,12.9%,3.2%,-2.3%,-0.4%,-0.7%,18.4%,3.8%,-2.6%
Cc1ccc(S(=O)(=O)N2CCN(C(=O)COC(=O)CCOc3ccccc3C)CC2)cc1,0.3%,-19.9%,?,9.1%,3.1%,?,5.4%,-4.1%
